ADAM17 inh – ADAM17 inhibitors, primary screen, biochemical, QFRET | recombinant ADAM17, EDANS/DABCYL FRET peptide cleavage | 370,000 compounds, 0.83% hits | Disintegrin and metalloproteinase domain-containing protein 17 (Homo sapiens), P78536 | inhibition, % at 6.95 µM | AID 720648, 2013;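 active = inhibition above the mean of compounds lying between control limits plus 3 SD, set per campaign, cut at about 8.5% in these data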;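 also: 0% = DMSO-only wells as the low control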
Target sequence (P78536 215-824 limits assumed): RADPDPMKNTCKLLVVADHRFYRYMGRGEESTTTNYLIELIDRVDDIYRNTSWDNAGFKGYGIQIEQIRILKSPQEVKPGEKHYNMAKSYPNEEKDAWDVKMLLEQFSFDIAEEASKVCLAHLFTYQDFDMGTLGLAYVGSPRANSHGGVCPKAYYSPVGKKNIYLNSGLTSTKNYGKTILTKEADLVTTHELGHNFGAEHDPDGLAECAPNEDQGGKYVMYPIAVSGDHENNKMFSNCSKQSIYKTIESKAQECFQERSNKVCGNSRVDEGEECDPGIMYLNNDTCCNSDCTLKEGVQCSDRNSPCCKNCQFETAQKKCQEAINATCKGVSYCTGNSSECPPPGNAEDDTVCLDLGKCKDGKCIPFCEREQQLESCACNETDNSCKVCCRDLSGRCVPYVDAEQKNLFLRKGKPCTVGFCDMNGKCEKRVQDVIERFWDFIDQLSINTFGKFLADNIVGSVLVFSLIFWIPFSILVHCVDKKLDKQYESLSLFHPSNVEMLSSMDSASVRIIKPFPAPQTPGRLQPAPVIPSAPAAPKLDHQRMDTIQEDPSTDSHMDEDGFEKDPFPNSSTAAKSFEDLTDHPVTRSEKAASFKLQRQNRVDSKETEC
PG9 Ab binder – binders of HIV-1 gp120 antibody PG9, primary screen, biochemical, TR-FRET; AID 624416, 2012; inhibition, % at 6.7 µM; 360,000 compounds, 0.43% hits; TR-FRET gp120-PG9 antibody binding; HIV-1 gp120 / PG9 antibody interaction; in the data active = inhibition above about 8.5%
hgDAF12 agonist – H. glycines DAF-12 receptor agonists, primary screen, cell-based, luminescence, HEK293, GAL4 fusion, UAS-luciferase. activation, % at 6.8 µM. Nuclear hormone receptor DAF-12 (Heterodera glycines), GAL4 fusion. HEK293 GAL4-hgDAF12 UAS-luciferase reporter, agonist luminescence; normalized to butyrate control. 370,000 compounds, 1.8% hits;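 active = activation above a cutoff set at the mean of all screened compounds plus 3 SD, cut at about 10% in these data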;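 also: 0% = DMSO wells and 100% = sodium butyrate wells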
ssDAF-12 act – S. stercoralis DAF-12 nuclear receptor activators, primary screen, cell-based, luminescence, HEK293, GRIP1 co-expression, lit1-tk-luc | activation, % at 6.8 µM | Nuclear hormone receptor DAF-12 (Strongyloides stercoralis) | 370,000 compounds, 1% hits | HEK293 ssDAF-12/GRIP1 lit1-tk-luc reporter; % of 3 µM dafachronic acid response;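 active = activation above the mean over all tested compounds plus 3 SD, cut at about 0.9% in these data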;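 also: 0% = DMSO-only wells and 100% = 3 µM delta7-dafachronic acid wells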
ADAM10 inh – human ADAM10 inhibitors, primary screen, biochemical, QFRET, HTS. Disintegrin and metalloproteinase domain-containing protein 10 (Homo sapiens), O14672. recombinant ADAM10, EDANS/DABCYL FRET peptide cleavage, 3 h. inhibition, % at 7 µM. 370,000 compounds, 0.62% hits;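 active = inhibition above a per-campaign cutoff equal to the mean of compounds falling between control-based bounds plus 3 SD, cut at about 20% in these data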;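 also: 0% = DMSO wells while the 100% control is not disclosed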
SMARCA2 act – SMARCA2 (BRM) function activators, primary screen, cell-based, luminescence, high throughput; AID 652017, 2013; activation, % at 9.1 µM; MG213 cells, MMTV-luciferase reporter, dexamethasone, overnight; 370,000 compounds, 1% hits; in the data active = activation above about 7.8%;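 also: 0% = vehicle wells and 100% = reference activator wells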
GAA850 FXN act – FXN promoter activators, primary screen, cell-based, luciferase luminescence, HEK293 lucGAA850; 360,000 compounds, 0.56% hits; AID 540364, 2011; activation, % at 6 µM; HEK293 lucGAA850 FXN promoter luciferase reporter, 24 h; percent of 10 µM SAHA response;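 active = activation above the average of all compounds screened plus 3 SD, cutoff fixed separately per campaign, cut at about 7.5% in these data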;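 also: 0% = DMSO wells and 100% = 10 µM SAHA wells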
DAX1 inh-1 – DAX1 (NR0B1) inhibitors on StAR promoter, primary screen, cell-based, luminescence, SF-1 (NR5A1), full-length DAX-1. HEK293T StAR-luciferase reporter, SF-1/DAX-1 repression relief. inhibition, % at 6.8 µM. 370,000 compounds, 1.1% hits. AID 652010, 2013;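 active = inhibition above the mean over all tested compounds plus 3 SD, cut at about 3.6% in these data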;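 also: 0% = DAX-1 cells with DMSO and 100% = cells lacking DAX-1 with DMSO; higher inhibition means more luminescence from relief of DAX-1 repression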
hcDAF12 agonist – H. contortus DAF-12 nuclear receptor activators, primary screen, cell-based, luminescence, HEK293, lit1-tk-luc reporter. HEK293 hcDAF-12 lit1-tk-luc reporter; 0% DMSO, 100% Δ7-dafachronic acid. AID 652067, 2013. activation, % at 6.8 µM. 370,000 compounds, 1.4% hits;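 active = activation above the mean of all tested compounds plus 3 SD, cut at about 5.5% in these data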;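 also: 100% = response to 3 µM Δ7-dafachronic acid high control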
NPR1 activator – GC-A stimulated cGMP production enhancers – HEK293 GC-A cells, cGMP TR-FRET, EC30 ANP, primary screen; Atrial natriuretic peptide receptor 1 (Homo sapiens), P16066; 0% at EC30 ANP, 100% saturating ANP; activation, % at 10 µM; 370,000 compounds, 0.14% hits; in the data active = activation above about 40%
DAX1 inh-2 – DAX1 (NR0B1) inhibitors, primary screen, cell-based, HEK293, Gal4-DAX1, luciferase luminescence; Nuclear receptor subfamily 0 group B member 1 (Homo sapiens), P51843; AID 504766, 2011; inhibition, % at 6.75 µM; 340,000 compounds, 0.99% hits; HEK293 Gal4-DAX1 luciferase reporter;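 active = inhibition above the mean over all tested compounds plus 3 SD, cut at about 4.2% in these data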;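 also: 0% = DAX1-transfected cells with DMSO and 100% = empty-vector control cells with DMSO; inhibition shows as a rise in luminescence from relieved DAX1 repression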
Target sequence (P51843 207-470 limits assumed): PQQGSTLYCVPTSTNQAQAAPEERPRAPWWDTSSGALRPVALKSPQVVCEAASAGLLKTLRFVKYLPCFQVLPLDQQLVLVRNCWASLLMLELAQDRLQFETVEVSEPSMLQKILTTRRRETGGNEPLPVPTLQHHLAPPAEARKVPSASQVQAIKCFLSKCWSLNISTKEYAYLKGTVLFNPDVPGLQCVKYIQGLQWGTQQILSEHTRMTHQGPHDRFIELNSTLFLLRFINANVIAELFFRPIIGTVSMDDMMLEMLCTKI
* marks the source's active call; other numbers are inactive results; · = no result given.

structure,DAX1 inh-1,GAA850 FXN act,NPR1 activator,DAX1 inh-2,hgDAF12 agonist,PG9 Ab binder,SMARCA2 act,ssDAF-12 act,ADAM10 inh,hcDAF12 agonist,ADAM17 inh
OCCC1CN(Cc2ccccn2)CCN1C1CCCC1 (stereo not given),-1.1,0.8,2,0.2,1.1,-0.2,0,-0.7,-5,0.3,2
CN(CC(=O)Nc1ccc(OC(F)(F)F)cc1)C(=O)c1ccccc1SCC(=O)N1CCCC1,-1.6,0.9,-1,0.3,0.3,0.7,1,-0.9,5,-0.6,-1
COc1ccc(CN2C(=O)c3ccccc3C2c2nnnn2-c2c(C)cccc2C)cc1OC (stereo not given),-0.4,·,-1,·,-1.9,-1.4,-5,-1.4,-6,-1.0,-4
Cc1ccc(N(C(=O)c2ccc(S(=O)(=O)N3CCOCC3)cc2)C2C=CS(=O)(=O)C2)cc1 (stereo not given),0.0,-0.1,1,1.2,-2.1,-1.1,1,-1.4,3,1.4,3
O=C(CN1CCN(C(=O)c2ccccc2)CC1)Nc1cc(S(=O)(=O)N2CCCC2)ccc1Cl,-2.4,-0.3,2,-0.1,2.1,-0.6,-2,-0.6,-6,1.2,-3
COc1ccc2sc(-c3ccc(S(C)(=O)=O)cc3)c(-c3ccc(C(N)=O)cc3)c2c1,-0.6,0.8,-6,0.0,-1.7,-1.3,-1,-1.8,-27,-0.2,-9
CCc1ccc(-c2cc(C)no2)cc1S(=O)(=O)N1CCCN(Cc2ccc(F)cc2)C1,1.5,-1.0,0,-0.2,-1.9,-1.8,0,-1.4,16,0.6,2
COC(=O)c1ccc(CN(c2ccccc2Cl)S(C)(=O)=O)cc1,-0.5,0.6,0,3.4,-0.9,-0.6,-2,-0.8,-9,-1.0,0
CCCCOc1ccc(N=Cc2ccc[nH]2)cc1,-0.7,-0.6,9,-1.1,-2.7,-1.1,-3,-1.3,-7,-1.5,-6
Cc1ccc2cc(CN(c3ccccc3)S(=O)(=O)c3ccccc3)c(=O)[nH]c2c1,0.3,0.8,-1,3.0,2.6,1.0,2,-1.3,-9,1.0,-3
Cc1nc2sc(C(c3cccs3)N3CCN(Cc4ccccc4)CC3)c(O)n2n1 (stereo not given),0.8,-0.2,4,0.9,-3.3,-0.5,-3,-0.6,-13,2.2,1
COc1ccc(Cc2n[nH]c(=S)o2)cc1,0.8,1.0,-1,-0.9,1.6,0.4,0,-1.3,4,-1.7,-2
O=c1[nH]c(CSc2nnc(-c3ccccc3)n2-c2ccccc2)nc2ccccc12,-0.3,4.1,-24,0.1,0.8,-1.6,1,-0.9,1,-0.7,1
Cc1ccccc1-c1cc(C(=O)NCC2CC2)n(CC2CC(c3cccnc3)=NO2)n1 (stereo not given),0.9,1.1,-4,-0.2,-0.5,-0.3,0,-1.6,-3,-1.4,-4
Cc1ccc(C)c(NC(=O)C(Sc2nnc(-c3cccs3)o2)c2ccccc2)c1 (stereo not given),0.0,2.4,-2,0.3,1.4,-0.2,1,-0.8,5,-0.9,2
CCOc1ccc(CCN2C(=S)N([C@@H](Cc3ccccc3)CN3CCC[C@@H]3CN3C(=S)NC[C@@H]3CC(C)C)C[C@@H]2Cc2ccccc2)cc1,-0.3,·,1,·,-0.2,1.0,3,-1.5,2,-0.5,2
CCCCC(=O)NC(c1ccco1)c1cc(Cl)c2cccnc2c1O (stereo not given),-1.2,-4.9,-6,-1.4,-6.8,-0.3,-5,-0.4,10,-2.1,2
N/C(=N\O)C1COc2ccccc2O1 (stereo not given),-0.6,1.3,2,-0.1,0.6,1.5,-4,-1.2,-8,1.0,-3
Cc1c(C2Nc3ccccc3C(=O)N2O)cnn1C (stereo not given),2.5,1.7,3,0.7,4.3,-0.2,-1,-0.9,-16,1.6,0
CS(=O)(=O)N1CCCCC1c1cc(C(=O)Nc2ccccc2Cl)no1 (stereo not given),0.7,2.0,-1,·,-0.6,1.0,-1,-1.2,-5,1.2,-1
O=C(O)CCNC(=O)c1ccc(NC(=O)C(c2ccccc2)c2ccccc2)cc1,0.1,0.2,2,-1.2,0.7,-0.7,4,-1.4,-3,1.0,-5
Nc1ncnc2nc(SCCC(=O)O)[nH]c12,0.7,-0.3,2,-0.6,1.6,-1.6,-1,-2.0,0,-1.1,-5
O=C(CN1C(=O)S/C(=C\c2cc(Cl)c(O)c(Cl)c2)C1=O)Nc1ccccc1,-0.1,0.8,-2,0.5,-2.4,-1.7,-1,-0.3,0,0.3,2
COCc1[nH][nH]c(=O)c1C=Nc1ccccc1,0.7,-5.4,-2,0.7,1.8,1.2,-2,-0.9,-5,-0.1,-6
Cc1ccc(C)c(Nc2c(F)c(F)c(F)c(F)c2C(=O)O)c1,-0.1,0.3,3,0.7,-1.1,-1.4,-2,-1.3,-4,-0.5,-6
COC(=O)c1cccc(NC(=O)c2ccc3c(c2)C(=O)N(Cc2cccnc2)C3=O)c1C,1.3,0.0,0,0.1,-2.7,1.5,0,0.8,-9,0.9,-4
O=C(NC1=NCCS1)c1csc2ccccc12,4.5*,2.7,7,2.9,17*,-1.1,3,1.1*,-7,8.3*,-4
COc1ccccc1NC(=O)c1c[nH]c2ccccc12,0.8,1.3,-3,4.2,5.0,-1.4,10*,0.2,9,3.5,2
CCN(C(=O)CN1CCN(c2nc(-c3ccccc3)cs2)CC1)c1ccccc1C,-1.9,·,1,·,-5.2,·,-6,-2.0,16,-2.1,7
CC(=O)Oc1oc(-c2ccccc2)nc1/C=N/c1ccccn1,1.6,1.2,12,5.1*,5.9,0.8,8.1*,-0.7,-15,1.8,-6
COc1cccc(CNC(=O)c2ccc(S(=O)(=O)N3CCCCC3)cc2)c1,-0.5,0.1,4,-0.8,-3.0,1.0,-2,-1.7,-9,-3.0,-5
Fc1cccc(Cl)c1/C=N/Nc1ccccn1,0.3,6.4,-6,0.9,6.4,-0.8,8,0.6,1,7.0*,-1
COc1ccccc1CC1(C)C(=O)Nc2ccc(S(=O)(=O)NC3CCCCC3)cc21 (stereo not given),-1.0,9.1*,-3,·,-4.0,-0.8,-4,-1.0,6,-1.7,1
CCCc1c(C(=O)N/N=C/c2ccc(C)s2)nnn1-c1nonc1N,-0.1,2.2,1,0.5,-1.1,0.3,-1,-0.4,-3,-3.1,1
Cc1ccc(C(=O)OCC(=O)Nc2ccccc2)cc1S(=O)(=O)N1CCCCC1,0.7,1.4,-1,-0.8,2.2,0.6,-3,-1.1,-15,-1.6,1
O=C(COC(=O)CNS(=O)(=O)c1ccc(Br)cc1Cl)NC1CC1,0.8,1.4,2,-0.3,-0.9,-2.0,0,-0.6,-10,0.0,-5

Part of the list above, with values under each structure.
Results follow in this order: DAX1 inh-1 | GAA850 FXN act | NPR1 activator | DAX1 inh-2 | hgDAF12 agonist | PG9 Ab binder | SMARCA2 act | ssDAF-12 act | ADAM10 inh | hcDAF12 agonist | ADAM17 inh
O=C(COC(=O)CNS(=O)(=O)c1ccc(Br)cc1Cl)NC1CC1
    0.8 | 1.4 | 2 | -0.3 | -0.9 | -2.0 | 0 | -0.6 | -10 | 0.0 | -5
O=C(NC1=NCCS1)c1csc2ccccc12
    4.5* | 2.7 | 7 | 2.9 | 17* | -1.1 | 3 | 1.1* | -7 | 8.3* | -4

Additional structures follow.
structure,DAX1 inh-1,GAA850 FXN act,NPR1 activator,DAX1 inh-2,hgDAF12 agonist,PG9 Ab binder,SMARCA2 act,ssDAF-12 act,ADAM10 inh,hcDAF12 agonist,ADAM17 inh
CCCCCn1c(CNC(=O)CC)nc2ccccc21,3.0,0.7,-7,0.1,-0.1,0.4,-1,-0.7,-10,-0.5,-3
O=C1/C(=C/c2ccc(F)cc2)SC(=S)N1CCCC(=O)N1CCCCC1CCO (stereo not given),0.4,-3.5,-7,-0.2,2.1,0.1,-2,-2.0,-3,-0.7,-5
CCN(CC)/C(Sc1ccccc1)=C(/C(Cl)=C(Cl)Cl)[N+](=O)[O-],-0.6,0.1,-3,0.0,1.9,-3.3,0,-0.4,-3,-1.6,1
O=C(NCCc1nnc2ccc(N3CCCCCC3)nn12)c1ccccc1,-0.6,-0.4,-4,-0.7,2.3,0.1,-1,-1.3,0,0.4,-3
CCCCOC(=O)c1ccc(OC(=O)c2cccnc2)cc1,0.4,0.1,-5,0.3,2.2,-0.6,0,-0.5,-15,-0.9,2
Clc1cccc(NCc2nnc(SCc3ccccc3)o2)c1,0.5,-0.8,1,-1.1,-1.3,-0.8,-3,-1.2,12,-1.0,3
O=C(CNS(=O)(=O)c1cccs1)NCCc1ccc(Cl)cc1,0.0,-0.8,2,-0.6,0.3,-1.4,-2,-1.2,-3,-1.9,-1
O=C(CCCc1ccccc1)NCc1ccc(Cl)cc1,0.1,1.8,1,0.7,0.2,-0.7,2,-0.5,8,-0.2,-2
Cc1cccc([C@@H]2[C@@H]3C(=O)N(Cc4ccccc4)C(=O)[C@@H]3[C@]3(Cc4ccccc4)C(=O)N(c4ccc(C(F)(F)F)cc4)C(=O)N23)c1,0.2,1.8,3,-1.1,-0.9,-2.0,0,-1.1,20*,-1.5,8
COCC1CCN(C(=O)c2cc(COc3ccc(-n4cncn4)cc3)on2)CC1,-0.5,-1.2,0,-0.4,-0.6,-0.3,-1,-1.0,-4,-1.6,-2
Clc1ccc(OCCCn2ccnc2)c(Br)c1,-0.8,0.9,9,-0.2,3.5,-1.2,6,-0.6,0,0.4,2
CC(=O)N[C@@H](C)C(=O)OC(C)C(=O)Nc1cccc([N+](=O)[O-])c1 (stereo not given in full),-0.7,0.9,2,-0.1,-0.3,0.8,-2,-0.9,11,1.9,-4
FC(F)(F)c1ccccc1NC(=S)Nc1cccc(Cl)c1,-0.4,0.5,4,-0.1,-1.4,-0.5,0,-1.3,7,-0.8,-1
OC(c1cccc(CN2CCCCC2)c1)c1ncc(-c2ccccc2Cl)[nH]1 (stereo not given),-0.8,1.3,-2,·,-1.5,-1.3,-3,-1.0,-3,-0.1,-3
O=C1c2ccccc2C(=O)N1c1cc([N+](=O)[O-])ccn1,-0.4,0.4,1,0.3,-0.1,0.1,3,-1.1,9,-0.1,0
COc1cc2c(cc1OC)CN(C(=O)COc1ccc(C)c(C)c1)CC2,0.6,1.5,-2,-2.5,-0.7,-0.4,-3,-0.6,-5,-2.3,-2

Compound activity from PubChem BioAssay.
